Myeloid diff MLP: promotes myeloid progenitor differentiation. ER-HoxA9 myeloid progenitors, lysozyme-GFP differentiation, flow cytometry. calls only at 10 µM. hit rate 1% among 360,000. AID 624256;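 active = normalized GFP-positive differentiation at or above the plate's own cutoff, the solvent-only control mean plus 3 SD; inconclusive = no clear call, values can overlap the other calls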;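 also: cells exposed to compound for four days before flow analysis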
WT yeast gro inh: growth inhibition of WT yeast, mitochondrial fusion screen; mitochondrial fusion phenotypic screen, WT strain; inhibition, % at 10 µM; hit rate 2.1% among 190,000; AID 1362; in the data active = inhibition above about 58%; tested in S. cerevisiae
TNAP activation fold: stimulation of alkaline phosphatase TNAP activity – biochemical, luminescent, no phosphate acceptor, uHTS, primary screen (AID 1001). purified TNAP, luminescent activation assay, no phosphate acceptor; higher activation fold means a stronger effect. activation fold at 20 µM; hits with a dose series show EC50 in µM. hit rate 0.03% among 200,000; in the data active = activation fold from about 3, or a potency from the dose series; inactive = the rest, 99 in 100 with activation fold below about 1.6; also: many of its hits are not listed in these tables
PMI inhibitors: inhibitors of human PMI, primary screen, biochemical, fluorescence intensity, coupled assay (AID 1209). purified PMI enzyme, coupled fluorescence intensity; higher % means a stronger effect. one-dose inhibition, % at 20 µM; IC50 in µM for titrated hits. hit rate 0.42% among 190,000;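 also: plate controls were DMSO vehicle for no effect and wells lacking substrate for full effect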
Lipid droplet: modulators of hepatic lipid droplet formation | AML12 mouse hepatocytes, oleate lipid droplets, BODIPY imaging | inhibition, % at 6.5 µM | hit rate 0.4% among 240,000;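 active = lipid droplet intensity inhibited by at least 50%, with more than 500 cells counted; inconclusive = wells with under 300 cells, treated as cytotoxic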
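Assay system: AML12 mouse liver cells | Compound: 6.5 µM single-point dosing | Schedule: Overnight exposure | Technique: Fluorescence imaging, 20x objective, two fields per well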
K1F lysis inhibition: protection from phage-mediated lysis, alamar blue read-out – E. coli UTI89, K1F phage, bacterial capsule biogenesis inhibitors (AID 488966). E. coli UTI89 K1F phage lysis, alamar blue, 2 h; higher % means a stronger effect. one-dose inhibition, % at 100 µM; IC50 in µM for titrated hits. hit rate 0.02% among 340,000;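 active = phage lysis inhibition, versus mean bacterial control, above a set limit; inconclusive = no clear call, values can overlap the other calls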;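 also: capsule biogenesis inhibitors block K1F phage lysis so surviving cells raise fluorescence; higher fluorescence means more inhibition of phage lysis; actives were called in the ten point dose series up to 300 µM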
CSM14.1 death rescue: protection against thapsigargin-triggered cell killing – 384-well, CSM14.1, ATP luminescence, primary screen (AID 1222). 190,000 tested, under 10 active. one-dose cellular ATP content (survival), % at 20 µM; EC50 in µM for titrated hits. CSM14.1 thapsigargin-induced death rescue, ATP luminescence; higher % means a stronger effect;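 active = EC50 below 50 µM in the dose-response confirmation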;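 also: death triggered by thapsigargin at about 15 µM added after 2 h compound pretreatment; cell ATP read after overnight thapsigargin exposure of roughly 18 to 22 hours; normalized against plate controls of thapsigargin alone and 5% DMSO vehicle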
PMI inhibition: human PMI inhibitors, high substrate, primary screen, biochemical, fluorescence intensity, high mannose 6-phosphate (AID 1220); recombinant PMI enzyme, coupled fluorescence intensity; higher % means a stronger effect; hit rate 0.66% among 190,000; one-dose inhibition, % at 20 µM; IC50 in µM for titrated hits
P. falciparum M1AAP: malaria alanyl aminopeptidase activity blockers – biochemical, fluorogenic H-Leu-NHMec substrate, 1536-well (AID 1445); recombinant M1AAP, H-Leu-NHMec fluorogenic kinetic assay; higher % means a stronger effect; hit rate 0.42% among 220,000; one-dose inhibition, % at 30 µM; IC50 in µM for titrated hits;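 active = primary inhibition above the hit cutoff, then over 50% inhibition at one or more dose response concentrations, cut at about 23% in these data, passing the limit was not always enough; inconclusive = conflicting primary data, or primary hits not chosen for dose response; inactive = low primary inhibition, or under 50% at every dose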;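 also: plate controls were DMSO full reaction for no effect and no enzyme background for full effect; strong numbers were not always called active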
WT yeast gro inh mutant strain: second read-out of WT yeast gro inh, no call of its own (marks repeat the call); inhibition, %; mitochondrial fusion phenotypic screen, mutant strain inhibition
Lipid droplet cells 6.5 µM: further read-out of Lipid droplet, marked with its call; cell count; measured here: cell count, cytotoxicity flag;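 cells counted across two imaged fields per well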
Myeloid diff MLP GFP+ MAC1+ %: further read-out of Myeloid diff MLP, marked with its call; GFP+ MAC1+ double positive, %; measured here: differentiation confirmed by MAC1 staining
Numbers without * were called inactive; i = inactive; ? = inconclusive; · = not tested or not shown; & = joins results of further samples; [ ] = dose if it differs, or a comment. Rule as the data show it, unless noted: active = inhibition above about 50%; inactive = the rest.

Second line of a record: Myeloid diff MLP, Myeloid diff MLP GFP+ MAC1+ %, WT yeast gro inh, WT yeast gro inh mutant strain, TNAP activation fold, PMI inhibitors, Lipid droplet, Lipid droplet cells 6.5 µM, K1F lysis inhibition, CSM14.1 death rescue, PMI inhibition, P. falciparum M1AAP
1: O=C(Nc1ccc(Nc2ccccc2)cc1)N1CCOCC1
 : i, 8.4, 9, 7, 1.1, 11%, 8, 732, 3.2%, -2.7%, 9%, 3%
2: O=C1CCS/C(=N\N=C\c2ccc(Cl)cc2Cl)N1
 : i, 0.1, ·, ·, ·, ·, 8, 710, -0.1%, ·, ·, 6%
3: COc1ccc(-c2nc3c(c(=O)c4ccccc4n3C)c(=O)n2Cc2ccccc2)cc1
 : i, 0.1, 8, -6, 1.1, 2%, 10, 574, 1.7%, 0.2%, -6%, -1%
4: COCC(=O)Nc1nc2n(n1)C(c1ccc(Cl)cc1)CC(c1ccc(OC)cc1)N2 (stereo unspecified)
 : i, 1.6, 10, -3, 1.1, -9%, ·, ·, 0.0%, -1.7%, -3%, 20%
5: Nc1c(C(=O)O)cnc2nc(N3CCOCC3)nn12
 : i, 0.3, 5, 3, 1.1, -10%, 1, 671, -0.1%, 0.3%, -5%, 3%
6: COC(=O)CN1C(C)=Nc2ccc(Br)cc2C1c1ccccc1 (stereo unspecified)
 : i, 0.2, 15, 21, 1.1, 13%, -4, 693, 2.8%, -1.7%, 8%, 1%
7: O=C1CCCC2=C1C1c3ccccc3C(=O)N1c1ccc(C(=O)c3ccccc3)cc1N2 (stereo unspecified)
 : i, 1.9, 1, -11, 1.1, 12%, 6, 719, 0.0%, -1.4%, 8%, 18%
8: CC(C)(C)c1ccc(C(CC(=O)O)NC(=O)c2ccccc2F)cc1 (stereo unspecified)
 : i, 0.1, -1, 5, 1.1, -10%, -2, 697, 0.4%, 2.0%, 22%, 0%
9: COc1cccc(/C=C2\SC(N)=NC2=O)c1OS(=O)(=O)c1ccccc1
 : i, 0.3, 3, 7, 1.1, -2%, 25, 725, 0.5%, 0.6%, 3%, 13%
10: CCOC(=O)/C(C#N)=C/c1c(Oc2cc(C)cc(C)c2)nc2ccccn2c1=O
 : i, 0.6, 23, 6, 1, 13%, -6, 637, 0.2%, -0.9%, 13%, 2%
11: O=C(c1cccnc1Nc1ccc2c(c1)CCC2)N1CCOCC1
 : i, 1.1, 0, -4, 1.1, 7%, 14, 748, 0.0%, -1.7%, 1%, -10%
12: CC1(C)CSC(=S)N1S(=O)(=O)c1ccccc1
 : i, 8.4, 25, -7, 1, 14%, ·, ·, 5.1%, -0.6%, 6%, 7%
13: CCOc1ccc(C2N(c3cc(Cl)ccc3OC)C(=O)C3CCCN32)cc1OC (stereo unspecified)
 : i, 0.5, 8, 8, 0.9, -10%, ·, ·, 4.7%, -0.7%, -2%, 6%
14: CN(C1CCCCC1)S(=O)(=O)c1ccc(C(=O)O)cc1
 : i, 1.1, -20, -16, 1.2, -2%, ·, ·, 1.6%, -0.7%, -7%, -5%
15: COc1ccc(/C=C2/CC/C(=C\c3ccc(OC)c(OC)c3OC)C2=O)c(OC)c1OC
 : i, 0.8, 6, -15, 1, 22%, -2, 544, 6.5%, -2.1%, 10%, -2%
16: CCNS(=O)(=O)c1ccc2nc(NC(=O)c3cccnc3)sc2c1
 : i, 0.8, 36, 25, 1.1, 2%, 0, 756, 1.0%, -3.8%, -5%, 10%
17: O=C(NC(=S)Nc1ccc(C(=O)N2CCOCC2)cc1)c1ccc([N+](=O)[O-])cc1
 : i, 6.3, -14, -2, 0.9, 7%, ·, ·, 2.6%, -2.9%, 2%, 2%
18: Cn1c(=O)c2cc(S(=O)(=O)Nc3cccc(F)c3)ccc2n(C)c1=O
 : i, 1.9, 7, 15, 1.1, 0%, -9, 692, -0.4%, 0.5%, -1%, 4%
19: CCS(=O)(=O)n1nc(-c2ccc(Cl)cc2)nc1N
 : i, 2.0, -7, -15, 0.9, 13%, -17, 490, -2.7%, ·, 9%, -1%
20: O=C(NCc1ccco1)C1CCN(c2nnc(-n3cccc3)s2)CC1
 : i, 5.4, 1, -5, 1.1, 9%, -3, 653, -1.4%, 3.5%, 6%, 7%
21: COc1ccc(N2C(=O)c3ccccc3NC23CCC(C)CC3)cc1 (stereo unspecified)
 : i, 1.0, 10, 13, 1.1, 7%, -1, 772, -2.7%, -1.9%, 5%, 4%
22: CC1(C)NC(=O)N(CCOCCOc2ccc3ccccc3c2Br)C1=O
 : i, 2.2, 17, 1, 1, 11%, ·, ·, -0.3%, -0.6%, 9%, -6%
23: O=C(O)/C=C/C(=O)N1CCN(C(c2ccccc2)c2ccccc2)CC1
 : i, 0.3, ·, ·, ·, ·, -2, 657, 0.3%, ·, ·, 3%
24: COc1ccc(NC(=O)COC(=O)c2cc(OC)c(OC)cc2NC(=O)c2ccco2)cc1OC
 : i, 1.2, -7, -5, 1, 9%, -2, 710, 2.0%, 0.4%, 4%, 2%
25: CCCC(=O)Nc1ccc2nc(SCC(=O)Nc3nccs3)sc2c1
 : i, 0.7, -5, -4, 1, 10%, -6, 679, 1.0%, -2.7%, -8%, 19%
26: S=C(NC1CCCCC1)N1CCN(c2ccccn2)CC1
 : i, 0.1, -19, -3, 1.2, 7%, -1, 694, 0.0%, -1.7%, -5%, 0%
27: CCOc1ccc(N/C(SCc2cccc([N+](=O)[O-])c2)=C(/C#N)C(N)=O)cc1
 : i, 0.2, 25, -2, 1.1, 27%, -1, 692, -0.1%, -3.2%, 15%, 6%
28: COc1cc2c(cc1OC)C(Cc1ccc(O)cc1)NCC2 (stereo unspecified)
 : i, 3.9, -15, -10, 1.1, -1%, ·, ·, 0.5%, -4.4%, 1%, 4%
29: O=C(COn1nnc2ccc(Cl)cc21)NCc1ccccc1
 : i, 1.8, 6, -4, 1, -2%, ·, ·, 0.6%, 1.6%, 0%, 6%
30: CCNc1nc(NC(C)CC)nc(Oc2ccc(=O)[nH]n2)n1 (stereo unspecified)
 : i, 15, 10, 25, 1, -1%, 14, 803, 0.6%[50 µM], -1.9%, 2%, 6%

Some of the entries above, set out differently:
28) COc1cc2c(cc1OC)C(Cc1ccc(O)cc1)NCC2 (stereo unspecified)
29) O=C(COn1nnc2ccc(Cl)cc21)NCc1ccccc1

| compound no. | 28 | 29 |
| --- | --- | --- |
| Myeloid diff MLP | i | i |
| Myeloid diff MLP GFP+ MAC1+ % | 3.9 | 1.8 |
| WT yeast gro inh | -15 | 6 |
| WT yeast gro inh mutant strain | -10 | -4 |
| TNAP activation fold | 1.1 | 1 |
| PMI inhibitors | -1% | -2% |
| Lipid droplet | · | · |
| Lipid droplet cells 6.5 µM | · | · |
| K1F lysis inhibition | 0.5% | 0.6% |
| CSM14.1 death rescue | -4.4% | 1.6% |
| PMI inhibition | 1% | 0% |
| P. falciparum M1AAP | 4% | 6% |

(cont.)
Second line of a record: Myeloid diff MLP, Myeloid diff MLP GFP+ MAC1+ %, WT yeast gro inh, WT yeast gro inh mutant strain, TNAP activation fold, PMI inhibitors, Lipid droplet, Lipid droplet cells 6.5 µM, K1F lysis inhibition, CSM14.1 death rescue, PMI inhibition, P. falciparum M1AAP
31: CNC(=O)COC(=O)c1ccccc1C(=O)c1ccc(Cl)c([N+](=O)[O-])c1
 : ?, ·, 2, 12, 1.1, -2%, 0, 708, 0.2%, ·, 10%, -2%
32: CC(NC(=O)c1cccc(N2CCCC2=O)c1)c1ccc2c(c1)OCCO2 (stereo unspecified)
 : i, 1.4, -10, -3, 1.1, -4%, -3, 666, -0.4%, -0.8%, -4%, 0%
33: O=P(c1ccccc1)(c1ccccc1)c1nc(-c2ccccc2)oc1N1CCOCC1
 : i, 0.3, ·, ·, ·, ·, -21, 737, 0.8%, ·, ·, 13%
34: CNC(=O)N(O)C1N(C)C(=O)N(Cc2ccccc2)C1(C)C (stereo unspecified)
 : i, 2.1, -3, 13, 1.1, 3%, 2, 790, -0.1%, -3.5%, -4%, 7%
35: CCC(C)(C)n1nnnc1CN1CCN(C(c2ccccc2)c2ccccc2)CC1
 : i, 0.7, 31, 0, 1.1, 9%, -8, 687, 0.4%, 4.9%, -2%, 1%
36: C=CCNC(=S)NCc1ccc(CNC(=S)NCC=C)cc1
 : i, 0.4, 3, 2, 1.1, -2%, -6, 703, 0.5%, 0.1%, -6%, 0%
37: O=C(O)c1ccc2c3c(cccc13)C(=O)N(c1ccccc1)C2=O
 : i, 0.2, 8, -13, 1.1, -23%, 9, 698, 0.0%, -0.6%, -7%, 8%
38: CCOc1ccc(CCNC(=O)C2CCN(c3nn4c(=O)cc(C)nc4s3)CC2)cc1OCC
 : i, 0.8, 16, 4, 1.1, 10%, 1, 734, 0.2%, -4.7%, 7%, 2%
39: CC(C)CNC(=O)COc1ccc(Sc2ccc(OCC(=O)NCC(C)C)cc2)cc1
 : i, 1.6, -9, -16, 1.1, 1%, 26, 526, 0.2%, 3.6%, 1%, 5%
40: CC12CCC(C(=O)O)(C/C1=N\O)C2(C)C (stereo unspecified)
 : i, 0.7&2.4, -4&6, 5&5, 1.1&1.1, 8%&10%, -4, 673, 0.6%&1.4%, 2.2%&-0.7%, 6%&6%, 2%&1%
41: O=C1CCC(C(=O)NCCCn2ccnc2)N1 (stereo unspecified)
 : i, 4.8, 4, 5, 1, 9%, 0, 636, 4.0%, -1.4%, 10%, 5%
42: COc1ccc(CCNC(=O)CCn2c(SCC(=O)N3CCCC3)nc3ccccc3c2=O)cc1OC
 : i, 0.0, ·, ·, ·, ·, 24, 642, 0.2%, ·, ·, 3%
43: CN1CCN(CC(=O)Nc2ccccc2[N+](=O)[O-])CC1
 : i, 0.5, 1, -2, 1, 7%, -6, 658, 1.1%, -0.5%, -3%, 2%
44: Cn1c(=O)c(C(=O)c2ccccc2)nc2ccccc21
 : i, 0.5, 13, 17, 1, -7%, ·, ·, 0.0%, 0.4%, 4%, -2%
45: CCc1c(C)nc(SCC(=O)Nc2cccc(Br)c2)[nH]c1=O
 : i, 0.6, -3, 2, 1, -2%, 1, 752, 0.3%, -2.3%, -5%, 2%
46: COc1ccc(CCN=C(N)C(C)c2ccccc2)cc1OC (stereo unspecified)
 : i, 0.3, ·, ·, ·, ·, -1, 669, 0.2%, ·, ·, 1%
47: CS(=O)(=O)N(Cc1ccc(Cl)cc1)c1ccc(C(=O)NCCSCc2ccco2)cc1
 : i, 1.5, 10, 19, 1.1, 19%, 6, 798, -0.1%, -0.7%, 14%, -1%
48: COc1ccc(C(=O)N2CC3(C)C4CCC3(C)C2(C#N)C4)cc1OC (stereo unspecified)
 : ·, ·, 13, -3, 1.1, 7%, 3, 665, 0.4%, -1.1%, 5%, 2%

Bioassay records from PubChem.
